Abeta rescue: restores growth of yeast expressing A-beta42 peptide; actives 0.063% (n = 410,000); yeast expressing A-beta42, growth rescue, OD600, 48 h; response scale: 0% DMSO, 100% iron-clioquinol control; AID 1347071; Potency, µM (highest dose often 46.1 µM), for inactives: top-dose growth rescue, actives largely listed as activators; further: potency means the concentration at half of the fitted maximal effect; nearly all actives have a fitted effect of over 55% in size
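Growth rescue measured by 600 nm absorbance after 48 h yeast culture at 30 C with compound. Values normalized between DMSO and an equimolar ferric chloride plus clioquinol control.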
TDP43 rescue: rescues yeast growth from TDP-43 toxicity; TDP-43 expressing yeast growth rescue, BacTiter-Glo, 24 h; Potency, µM (titrated, usually from 46.1 µM), for inactives: top-dose growth rescue (activation), hits mostly activators; actives 1.8% (n = 410,000); further: potency means the concentration at half of the fitted maximal effect; % of control where 0% means no effect; nearly all actives have a fitted effect of over 50% in size
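Readout is BacTiter-Glo luminescence of cell growth, so inhibitors register as activators. TDP-43-expressing yeast at OD600=0.02 in galactose medium, after raffinose pregrowth to mid-log, were incubated with compound for 24 hr at 30 deg C.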
FUS suppressor: suppressors of FUS proteinopathy in yeast; S. cerevisiae FUS-expressing, growth rescue, OD600, 24 h; Potency, µM (doses to about 76.6 µM), for inactives: top-dose growth rescue (activation), usual class: activators; actives 0.24% (n = 390,000); AID 1347120;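 further: potency means the concentration at half of the fitted maximal effect; plate controls were DMSO vehicle for no effect and reference control for full effect; nearly all actives have a fitted effect of over 55% in size; some results filed as inactive show a strong effect at the top dose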
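Yeast expressing FUS under galactose induction, OD 0.005 in 2% galactose medium; compounds in a dilution series, 24 h at 30C. Growth rescue by absorbance at 600 nm; CP55940 positive control, DMSO negative.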
aSyn rescue: inhibitors of alpha-synuclein toxicity in yeast; Yeast expressing alpha-synuclein, growth rescue, BacTiter-Glo, 24 h; Potency, µM (top dose mostly 46.1 µM), without a hit: top-dose growth rescue (activation), hits mostly activators; actives 0.14% (n = 370,000); AID 652106; further: potency means the concentration at half of the fitted maximal effect; % of control where 0% means no effect; nearly all actives have a fitted effect of over 65% in size
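Readout is rescue of growth in alpha-synuclein-expressing yeast, so inhibitors of toxicity appear as activators. Growth after 24 hr at 30 deg C in galactose medium is quantified by luminescence.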
PTHR1 agonist: agonists of human PTHR1 parathyroid hormone receptor. HEK293 GP2 PTHR1 cells, GloSensor cAMP luminescence, 1 h. Potency, µM (titrated, usually from 115 µM), for the others: top-dose activation, hits mostly activators. actives 0.075% (n = 410,000); further: potency means the concentration at half of the fitted maximal effect; nearly all actives have a fitted effect of over 55% in size; some results filed as inactive show a strong effect at the top dose; inactives centre near -15; many of its hits are not listed in these tables
Target sequence (Q03431 whole entry, looked up): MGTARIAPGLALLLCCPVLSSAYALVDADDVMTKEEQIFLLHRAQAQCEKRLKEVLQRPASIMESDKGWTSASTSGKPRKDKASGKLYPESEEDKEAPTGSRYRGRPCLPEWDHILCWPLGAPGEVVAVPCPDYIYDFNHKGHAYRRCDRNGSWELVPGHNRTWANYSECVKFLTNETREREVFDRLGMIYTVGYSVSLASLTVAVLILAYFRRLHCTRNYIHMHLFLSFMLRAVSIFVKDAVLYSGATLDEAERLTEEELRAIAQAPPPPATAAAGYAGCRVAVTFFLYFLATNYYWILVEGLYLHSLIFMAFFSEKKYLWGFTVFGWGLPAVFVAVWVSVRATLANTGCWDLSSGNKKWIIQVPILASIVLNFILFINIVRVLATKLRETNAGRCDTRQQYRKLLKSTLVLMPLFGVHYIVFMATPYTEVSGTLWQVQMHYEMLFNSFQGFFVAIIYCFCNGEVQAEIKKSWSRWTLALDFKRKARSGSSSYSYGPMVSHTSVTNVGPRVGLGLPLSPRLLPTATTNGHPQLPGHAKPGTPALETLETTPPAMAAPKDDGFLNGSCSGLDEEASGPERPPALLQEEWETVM
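HEK-293-derived GP2 cells expressing PTHR1 and a GloSensor cAMP reporter, 3,000/well, plated overnight, given luciferin plus IBMX (each 0.5 mM as added) for 1 h at 37 °C, then compound for 1 h at 37 °C. Luminescence was read after 15 min at room temperature.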
D3 antag: blocks the human D3 dopamine receptor; D3R cells, DiscoveRx beta-arrestin luminescence, antagonist mode; active compounds read low; max response, negative = inhibition, %; actives 2.5% (n = 360,000); AID 652054; in the data active means max response below about -50%; inconclusive means no clear call, values can overlap the other calls; further: on the % scale 0 is the no-effect control and ±100 the full control effect; mostly tested at two doses, the higher about 12 µM
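Cells plated overnight at 1500 cells/well, then exposed to library compounds with dopamine controls for 90 minutes at 37 degrees C. DiscoveRx reagent added for 30–60 minutes at room temperature; luminescence read, quantitative HTS format.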
GLP1R inv ag: acts as inverse agonist at human GLP-1 receptor; P43220; HEK293 GLP-1R CRE-luciferase, luminescence, 24 h; GLP-1R form is constitutively active; Potency, µM (series often up to 38.3 µM), without a hit: top-dose activity change, negative = inhibition, hits mostly inhibitors; actives 1.6% (n = 410,000); further: potency means the concentration at half of the fitted maximal effect; on the % scale 0 is the no-effect control and ±100 the full control effect; nearly all actives have a fitted effect of over 55% in size
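Luminescence readout: a drop in cAMP-driven luciferase signal flags inverse agonism at a constitutively active GLP-1R stably expressed in HEK293. Compound exposure lasted 24 hr at 37 deg C, 5% CO2.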
Akt phos inh: blocks phosphorylation of Akt. Neuro2A IGF-stimulated pAkt S473 HTRF, 20 min; active compounds read low. activity change, % for hits at 50 µM. actives 0.32% (n = 360,000); in the data active means activity change below about -80%; inconclusive means mostly about -51% to -80%; further: on the % scale 0 is the no-effect control and ±100 the full control effect
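Neuro2A cells in DMEM with 0.5% FBS, overnight at 37 deg C, given compound at single 50 µM final, then IGF (6 nM final) for 20 min at 37 deg C. Lysed; phospho-Akt Ser473 by HTRF after 24 h, 665/615 ratio.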
GLP1R ag: GLP-1 receptor (human) agonism; P43220; HEK293 GLP-1R CRE-luciferase, luminescence, 4-6 h; cells express a hypersensitive GLP-1R form; Potency, µM (highest dose often 45.6 µM), for inactives: at the highest dose activation, usual class: activators; actives 0.007% (n = 380,000); AID 624172; further: potency means the concentration at half of the fitted maximal effect; % of control where 0% means no effect
An asterisk follows results filed as active; i = inactive; ? = inconclusive; nt = no result given; [ ] = dose if it differs, or a comment. Unless noted, the call rests on the fitted dose curve; in most records, active means well fitted curve in the direction sought with a large enough effect; inconclusive means small, poorly fitted or top-dose-only effect, or another doubt; inactive means no such curve, though single readings can be large; an effect the other way counts as inactive or inconclusive. Not all compounds are listed. The share of hits here may be higher or lower than overall.

No.	structure	D3 antag	GLP1R inv ag	Abeta rescue	Akt phos inh	PTHR1 agonist	FUS suppressor	TDP43 rescue	GLP1R ag	aSyn rescue
1	Cc1ccc(C(=O)NCC(=O)NCCc2ccc(S(N)(=O)=O)cc2)s1	0	4%	3%	i	-31%[inhibitor]	-22%	11%	0%	3%
2	O=C(c1ccccc1F)N1CCCC(C(=O)N2CCc3ccccc3C2)C1 (stereo unspecified)	-13	-3%	-8%	i	-2%	8%	19%	0%	8%
3	Cc1ccccc1CNC(=O)CN(c1ccccc1Cl)S(C)(=O)=O	1	-10%	5%	i	-21%	2%	8%	1%	11%
4	COc1ccc(-c2nc(SCC(=O)N3CCN(c4ccc(F)cc4)CC3)n[nH]2)cc1	nt	12%	-5%	nt	15%	4%	3%	nt	nt
5	CCOc1cc(C#N)c(NC(=O)c2ccnn2C)cc1OCC	0	11%	-20%	i	7%	-7%	-2%	-2%	1%
6	O=C(NC1CCOCC1)C1CCC(=O)N(Cc2ccc(Cl)cc2)C1 (stereo unspecified)	1	2%	5%	i	i	-3%	3%	6%	2%
7	O=C(O)[C@H](Cc1ccccc1)NC(=O)N1CCN(c2cccc(C(F)(F)F)c2)CC1	-7	?	nt	i	-8%	13%	7%	-3%	6%
8	Cc1ccc(C(=O)N2CCN(c3ccc([N+](=O)[O-])c(NCc4cccnc4)c3)CC2)cc1	28	25%	4%	i	-11%	49%	-14%	21%	9%
9	COc1ccc(CCN2CC(C(=O)N(C)CCc3cn[nH]c3)CCC2=O)cc1 (stereo unspecified)	9	-2%	0%	nt	i	-18%	12%	3%	2%
10	CCNC(=S)N(Cc1c(C)noc1C)c1ccccc1	0	20%	26%	i	3%	nt	-11%	1%	1%
11	CS(=O)(=O)c1oc(-c2ccc(F)cc2)nc1S(=O)(=O)c1ccc(Cl)cc1	nt	2%	-17%	nt	-43%[inhibitor]	5%	0%	nt	nt
12	COc1ccc2sc(N3C(=O)C4CC=C(C)CC4C3=O)nc2c1 (stereo unspecified)	7	34%[activator]	11%	i	i	31%	-9%	5%	-1%
13	Cc1cc(C(=O)OCC(=O)NC(=O)NC(C)(C)C)c(C)o1	21	?	12%	i	-6%[57.5 µM]	0%	-3%	6%	-4%
14	CNC(=S)N/N=C/c1ccc(-c2ccc(Cl)c([N+](=O)[O-])c2)o1	-11	5%	-8%	i	i	36%	-7%	17%	-6%
15	O=C(CC1(O)C(=O)N(Cc2cccc3ccccc23)c2ccccc21)c1cccnc1 (stereo unspecified)	-20	-9%	-14%	i	-7%[57.5 µM]	37%	-14%	6%	0%
16	COc1cccc(NC(=O)c2cnc(SCC(=O)NCc3ccc4c(c3)OCO4)n(C)c2=O)c1	7	-11%	0%	i	-39%[inhibitor]	3%	25%	-14%	-6%
17	COc1cccc(-n2nnc3c(=O)n(Cc4cccc(C)c4)cnc32)c1	19	1%	-1%	i	-10%	-5%	21%	9%	-1%
18	CC(=O)N1CCC(N(C(=O)Nc2ccc(C)c(C)c2)C2CCCC2)CC1	34	5%	-1%	nt	-19%[57.5 µM]	29%	-25%	-10%	-51%[inhibitor]
19	OCC1(CCOc2ccccc2)CCN(Cc2cc(Cl)ccc2O)CC1	-6	?	-15%	i	-15%	-2%	-29%	7%	-3%
20	O=C(COc1ccccc1Cl)Nc1ccc(C(=O)c2ccc(C(=O)O)cc2)cc1	?	22%	7%	i	-19%	25%	-6%	1%	-8%
21	Nc1nc(-c2ccccc2Br)cs1	23	2%	2%	i	-6%[57.5 µM]	?	-15%	1%	-5%
22	O=C(CNC(=O)c1ccc(Br)cc1)NCC(=O)OCC(=O)c1ccc([N+](=O)[O-])cc1	-3	-4%	13%	i	i	18%	-4%	2%	1%
23	CCC(C)Sc1nnc(Cc2cc(=O)[nH]c(=O)[nH]2)n1-c1ccc(F)cc1 (stereo unspecified)	?	16%	-1%	i	-13%	-4%	2%	5%	-3%
24	COc1ccc(-c2nc3c(c4nnc(SC(C)C(=O)Nc5ccc(C)cc5)n24)COC(C)(C)C3)cc1 (stereo unspecified)	23	-15%	-13%	i	i	3%	19%	1%	1%
25	COn1c(-c2ccc(Cl)cc2)nc2ncccc21	12	11%	-15%	i	i	-23%	26%	13%	4%
26	CCOC(=O)C1CCN(C(=O)Cn2cc(C#N)c3ccccc32)CC1	-30	0%	0%	i	i	8%	1%	2%	1%
27	COc1ccc(OCC(=O)O/N=C(\N)c2ccc(OC)cc2)cc1	-5	?	11%	i	-24%	6%	2%	6%	1%

Arranged by value in GLP1R ag (low to high): some entries from above
no. | Compound | D3 antag | GLP1R inv ag | Akt phos inh | PTHR1 agonist | FUS suppressor | GLP1R ag
7 | O=C(O)[C@H](Cc1ccccc1)NC(=O)N1CCN(c2cccc(C(F)(F)F)c2)CC1 | -7 | ? | i | -8% | 13% | -3%
2 | O=C(c1ccccc1F)N1CCCC(C(=O)N2CCc3ccccc3C2)C1 (stereo unspecified) | -13 | -3% | i | -2% | 8% | 0%
24 | COc1ccc(-c2nc3c(c4nnc(SC(C)C(=O)Nc5ccc(C)cc5)n24)COC(C)(C)C3)cc1 (stereo unspecified) | 23 | -15% | i | i | 3% | 1%
26 | CCOC(=O)C1CCN(C(=O)Cn2cc(C#N)c3ccccc32)CC1 | -30 | 0% | i | i | 8% | 2%
9 | COc1ccc(CCN2CC(C(=O)N(C)CCc3cn[nH]c3)CCC2=O)cc1 (stereo unspecified) | 9 | -2% | nt | i | -18% | 3%
27 | COc1ccc(OCC(=O)O/N=C(\N)c2ccc(OC)cc2)cc1 | -5 | ? | i | -24% | 6% | 6%

Part of the list above, showing only Abeta rescue and Akt phos inh:
item | Compound | Abeta rescue | Akt phos inh
23 | CCC(C)Sc1nnc(Cc2cc(=O)[nH]c(=O)[nH]2)n1-c1ccc(F)cc1 (stereo unspecified) | -1% | i
24 | COc1ccc(-c2nc3c(c4nnc(SC(C)C(=O)Nc5ccc(C)cc5)n24)COC(C)(C)C3)cc1 (stereo unspecified) | -13% | i
